MITF primary: human MITF inhibition, primary screen; AlphaScreen MITF homodimerization, bead proximity signal; inhibition, % at 2.6 µM; actives 0.91% (n = 650,000); AID 1259374; in the data active = inhibition above about 50%;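 also: 0% = vehicle wells with protein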
Target sequence (O75030 whole entry, looked up): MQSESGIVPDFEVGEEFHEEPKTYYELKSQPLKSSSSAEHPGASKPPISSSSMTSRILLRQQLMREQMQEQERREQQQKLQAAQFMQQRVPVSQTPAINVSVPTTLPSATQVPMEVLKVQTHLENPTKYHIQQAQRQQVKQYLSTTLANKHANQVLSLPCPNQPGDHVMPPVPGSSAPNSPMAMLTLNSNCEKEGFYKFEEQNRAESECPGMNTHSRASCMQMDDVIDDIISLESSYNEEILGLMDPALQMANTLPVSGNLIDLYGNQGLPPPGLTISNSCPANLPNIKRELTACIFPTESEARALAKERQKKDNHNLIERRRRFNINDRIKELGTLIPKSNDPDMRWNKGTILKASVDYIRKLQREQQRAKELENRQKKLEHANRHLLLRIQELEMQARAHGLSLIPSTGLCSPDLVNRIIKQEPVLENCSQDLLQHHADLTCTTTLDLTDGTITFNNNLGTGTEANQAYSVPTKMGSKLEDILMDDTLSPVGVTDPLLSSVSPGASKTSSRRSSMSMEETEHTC
FBW7 activator: activators of human E3 ligase FBW7. Q969H0. AlphaScreen FBW7–phospho-cyclin E peptide binding, activator screen. normalized activity (activation), % at 26.1 µM. actives 0.13% (n = 650,000). AID 1259310; in the data active = normalized activity above about 1.9%;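 also: purified mutant Fbw7 with reduced substrate affinity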
GPR151 activ: activates the human receptor GPR151; actives 1% (n = 650,000); activation, % at 11.2 µM; Q8TDV0; PathHunter beta-arrestin GPR151 cells, luminescence; in the data active = activation above about 4.9%;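 also: 0% = median of compound wells and 100% = cells with positive control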
Target sequence (Q8TDV0 whole entry, looked up): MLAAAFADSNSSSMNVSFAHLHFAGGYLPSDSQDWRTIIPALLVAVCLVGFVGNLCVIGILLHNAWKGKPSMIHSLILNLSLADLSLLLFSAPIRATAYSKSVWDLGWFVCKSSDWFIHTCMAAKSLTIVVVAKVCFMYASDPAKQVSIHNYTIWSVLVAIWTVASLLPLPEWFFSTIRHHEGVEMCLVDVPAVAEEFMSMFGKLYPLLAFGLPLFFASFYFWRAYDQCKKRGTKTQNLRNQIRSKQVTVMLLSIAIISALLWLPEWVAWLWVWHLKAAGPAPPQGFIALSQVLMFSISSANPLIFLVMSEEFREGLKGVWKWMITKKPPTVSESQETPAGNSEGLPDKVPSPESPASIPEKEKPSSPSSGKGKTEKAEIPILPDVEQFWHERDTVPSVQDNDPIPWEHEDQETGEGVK
TEAD-YAP inh: TEAD-YAP interaction inhibition | HEK-TIYL cells, TEAD-Gal4/YAP UAS-luciferase luminescence | inhibition, % at 9.12 µM | actives 1.4% (n = 640,000) | AID 1259422; in the data active = inhibition above about 32%;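 also: 0% = median of test compound wells and 100% = reference inhibitor wells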
An asterisk follows results filed as active.

SMILES	MITF primary	FBW7 activator	GPR151 activ	TEAD-YAP inh
COc1ccc(CNc2nccn3c(-c4cnc(OC)nc4OC)cnc23)cc1	17.9	0.5	0.2	-11.0
COc1ccc(/C=C2\N=C(c3cccc(C)c3)OC2=O)cc1OC	-0.9	-0.1	0.6	-3.4
CC1(C(=O)O)NCCc2c1[nH]c1ccccc21 (centres undefined)	-6.6	0.0	0.1	5.5
CCOc1ccc(NC(=O)Nc2ccc(C)cc2)cc1	11.2	-0.1	1.4	-20.8
Cc1c(C(=O)N/N=C/c2cccnc2)sc(=S)n1C	13.6	0.2	-1.3	-2.0
CCNc1nc2c(c(=O)[nH]c(=O)n2C)n1Cc1cccc(Br)c1	-3.5	-0.1	3.3	3.8
CCN1C2=C(C(=O)CCC2)C(c2ccc(O)c(OC)c2)C2=C1CCCC2=O	-8.2	0.0	0.9	-1.7
COc1cc(C2C(C#N)=C(N)Oc3cc(N)ccc32)ccc1O (centres undefined)	16.5	0.0	-1.6	0.3
COc1ccc(Nc2cc(N3CCCC3)c3noc4c3c2C(=O)c2ccccc2-4)cc1	2.4	0.1	-0.8	-9.7
Cc1nc(SCc2ccccc2)c(C#N)c(C)c1Cl	5.5	0.3	-0.4	4.2
O=C(Nc1ccc2oc(-c3ccc(F)cc3)nc2c1)c1cccc(Cl)c1	10.4	0.2	0.0	-2.6
COc1ccc(-c2nc(NCCN3CCOCC3)c3ncn(-c4ccccc4)c3n2)cn1	3.7	0.2	-2.7	59.2*
Cc1nc(CC(=O)N2CCC3(CC2)NC(=O)c2ccccc2N3)c(-c2ccccc2)s1	-4.2	-0.2	-0.7	1.6
NC(N)=NS(=O)(=O)c1ccc(NC(=O)CCC(=O)O)cc1	-0.5	-0.1	2.8	0.0
O=C(NCc1cccnc1)c1nc(-c2ccccc2)oc1C(F)(F)F	11.3	0.1	-0.8	-8.3
COc1ccc(S(N)(=O)=O)cc1-c1nnc2c3ccccc3c(C)nn12	-0.9	-0.1	1.2	-0.7
O=C(NCc1cccc(F)c1)c1noc2c1CCCC2	4.2	0.3	-0.6	-13.0
C=CCOc1ccccc1CN(C)C1CCN(C)CC1	46.1	0.1	-2.1	-6.2
FC(F)(F)c1cc(-c2ccco2)nc(NCc2cccnc2)n1	26.1	0.7	-1.0	20.0
Cc1nc(SCC(=O)NC(C)(C)C)c2c3c(sc2n1)CC(C)CC3 (centres undefined)	4.6	0.7	0.1	-8.4
CCN(CC)C(=O)CP(=O)(c1ccccc1)c1ccccc1	3.0	-0.1	0.6	14.4
COC(=O)C(C)Sc1nnc(CSc2ncccn2)n1-c1ccc(F)cc1 (centres undefined)	-2.3	-0.1	-1.6	6.1
Cc1cc(C)c2nc(NC(=O)c3ccc(S(=O)(=O)N4CCc5ccccc54)cc3)sc2c1	2.8	0.1	0.1	0.2
CC(CCc1ccccc1)NC(=O)CSc1ccccn1 (centres undefined)	11.5	0.2	-0.6	-7.2
CCCCOc1ccc(/C=C/C(=O)C2C(=O)C=C(C)OC2=O)cc1 (centres undefined)	-0.2	0.0	-4.8	-55.8
O=C1CC(N2CCN(c3ccc(F)cc3)CC2)C(=O)N1 (centres undefined)	-0.3	0.0	-1.0	-0.5
CC(C)N1CCC(NC(=O)c2cccc(-n3cc(NC(=O)Nc4ccccc4Cl)cn3)c2)CC1	3.1	0.1	1.4	-11.3
CC(=O)Nc1ccc(S(=O)(=O)N2CCC(C(=O)O)(c3ccccc3)CC2)cc1	21.7	0.5	-1.4	11.2
CC1CCCN(C(=O)CC2(c3cccc(F)c3)CC(=O)N(C3CCCC3)C2=O)C1 (centres undefined)	-0.1	-0.1	2.4	-35.6
COc1cccc(C2c3c(oc4ccc(F)cc4c3=O)C(=O)N2c2nccs2)c1 (centres undefined)	0.6	-0.1	-0.6	-1.8
COc1ccc(Cl)cc1NC(=O)C1=C(C)NC(=O)NC1c1ccccc1C (centres undefined)	4.4	0.0	-0.5	-11.5
O=C(CSc1nc2ccccc2c(=O)n1CCCN1CCCCC1)NC1CCCCC1	15.8	0.1	1.0	6.8
Cc1ccc(Nc2nc(C3(C)CC(C(C)C)C(=O)O3)cs2)cc1 (centres undefined)	6.8	-0.1	0.0	-3.0
O=C(NCc1ccccc1C(F)(F)F)C1CC12CCN(C(=O)c1ccsc1)CC2 (centres undefined)	0.8	-0.1	0.5	3.8
CCOC(=O)N1CCC(N2CCc3ccc(NC(=O)C4CCCO4)cc3C2)CC1 (centres undefined)	-2.2	-0.1	-1.0	0.0
CCOC(=O)c1c(NC(=O)c2ccc(OC)cc2)sc2c1CCC2	3.8	0.0	0.5	7.5
CCOc1ccccc1/C=C1/C(=O)NN(c2ccc(Cl)cc2)C1=O	-0.9	0.1	1.0	2.1
Fc1ccc(CN2CCN(C3CCC(c4ccccc4)CC3)CC2)cc1 (centres undefined)	65.8*	0.0	0.7	-0.8
CCC(C)NC(=O)c1ccc2nc(-c3ccccc3)c(-c3ccccc3)nc2c1 (centres undefined)	-5.4	0.0	1.1	5.7
CC(=O)c1cc2c(cc1NC(=O)c1ccc([N+](=O)[O-])cc1Cl)OCO2	8.3	0.9	-0.9	-8.6
COc1ccc(OC)c(-n2c(SCC(=O)NCc3ccco3)nc3c(sc(=S)n3-c3ccccc3)c2=O)c1	-10.1	0.0	1.0	-0.5
O=C1CSC(=O)N1C1CCCCC1NC(=O)C12CC3CC(CC(C3)C1)C2 (centres undefined)	-0.9	0.1	2.8	-7.5
O=C(O)c1ccc(-c2cc(C(=O)O)c3c(-c4ccc(F)cc4)[nH]nc3n2)cc1	-2.1	-0.1	1.2	0.4
CN(C(=O)c1cc2sccc2n1C)C1CCCCC1	7.8	0.1	-1.1	-31.5
CCOC(=O)C(C)SC(=O)NC(C)(C)c1ccncc1 (centres undefined)	-3.0	-0.1	4.4	-0.2
O=C(Nc1cccc(C(F)(F)F)c1)N(CC1CC1)C1CCN(CCc2ccccn2)CC1	1.4	0.0	1.4	-6.9
COC(=O)COc1ccc(NC(=O)Cn2nc(-c3ccc(C)c(S(=O)(=O)N4CCOCC4)c3)c3ccccc3c2=O)cc1	-0.2	0.7	-0.7	6.7
C=CCOc1c(Br)cc(/C=C2/NC(=O)NC2=O)cc1OCC	0.0	0.0	0.9	1.2
O=C(CCc1nnc(CCC2CCCCC2)o1)NCc1ccon1	2.8	-0.1	-1.1	-20.3
C=CCNC(=O)CC(=O)N/N=C/c1ccccc1Cl	0.4	-0.1	0.6	-4.7

Following part
SMILES	MITF primary	FBW7 activator	GPR151 activ	TEAD-YAP inh
CCOC(=O)c1sc(NC(=O)Cn2c3ccccc3c(=O)c3ccccc32)nc1C	-11.2	0.2	0.3	8.1
Cc1ccc(NC(=O)c2ccc(NC3CCCCCC3)c([N+](=O)[O-])c2)c(C)c1	3.6	-0.1	-0.6	-2.1
CN1C(=O)/C(=C\c2ccc(N3CCCC3)cc2)C(=O)N(c2ccccc2)C1=O	22.8	0.1	3.0	15.6
OCc1nc(-c2ccc(Cl)cc2)n2ccccc12	28.0	-0.3	0.8	-1.9
CC1Oc2ccc(F)cc2N(Cc2ccncc2)C1=O (centres undefined)	-2.2	-0.2	0.2	-3.4
c1ccc(CNc2nc(NCc3ccco3)nc(N3CCOCC3)n2)cc1	21.5	0.2	-1.1	-41.9
CC(=O)Oc1ccc2oc(=O)c3c(c2c1)CCCN3C(C)=O	-5.0	-0.1	-0.7	6.1
CC(=O)c1ccccc1-c1ccc2c(c1)CC(CNC(=O)c1ccnc(Cl)c1)O2 (centres undefined)	12.2	0.2	1.4	6.8
COc1ccccc1CNC(=O)C(=O)NCC1OCCN1C(=O)c1ccc(Cl)cc1 (centres undefined)	3.3	-0.1	0.4	12.4
COc1cc(NC(=O)C(=O)N2CCN(C)CC2)c(OC)cc1Cl	-6.0	0.2	-0.2	-10.7
CC1CCN(S(=O)(=O)c2cc([N+](=O)[O-])ccc2Cl)CC1	15.4	0.1	-1.0	12.9
O=C(N/N=C/c1cccc(O)c1O)c1cc(-c2ccccn2)nc2ccccc12	29.6	-0.7	-0.2	28.9
CC(=O)c1cccc(-c2cccc(C(=O)NC3CCN(Cc4ccccc4)CC3)n2)c1	-0.3	0.0	1.1	-32.2
Cc1nc2cc(-c3cccc(F)c3)nn2c(C)c1CCC(=O)NCCCN1CCCC1=O	-13.0	0.0	-0.1	10.4
COC(=O)c1cc(CNC(=O)c2ccccc2Cl)ccc1OC	2.0	-0.1	0.0	7.3
Cc1cc(NC(=O)Cc2c(C(=O)O)n(C)c3ccccc23)no1	-0.9	0.0	1.4	-6.8
Cc1ccc(C)c(CNC(=O)c2nc3c(nnn3CC3CCCO3)c(=O)[nH]2)c1 (centres undefined)	23.5	0.4	0.6	-16.8
COc1ccc(-c2nccc(NCCN(C(C)C)C(C)C)n2)cc1	0.7	0.0	1.1	-1.5
COc1ccc(-c2nc3ccc(C(=O)c4ccccc4)cc3nc2-c2ccc(OC)cc2)cc1	-8.8	-0.1	0.2	5.5
COc1ccc(C(=O)CSc2ncnc3sccc23)c(OC)c1	-3.7	0.1	1.5	1.2

Compound profiles, from the list above:
Entry for `Cc1nc2cc(-c3cccc(F)c3)nn2c(C)c1CCC(=O)NCCCN1CCCC1=O` : MITF primary: -13.0; FBW7 activator: 0.0; GPR151 activ: -0.1; TEAD-YAP inh: 10.4
Entry for `O=C(N/N=C/c1cccc(O)c1O)c1cc(-c2ccccn2)nc2ccccc12` : MITF primary: 29.6; FBW7 activator: -0.7; GPR151 activ: -0.2; TEAD-YAP inh: 28.9
Entry for `COC(=O)c1cc(CNC(=O)c2ccccc2Cl)ccc1OC` : MITF primary: 2.0; FBW7 activator: -0.1; GPR151 activ: 0.0; TEAD-YAP inh: 7.3

Other structures:
SMILES	MITF primary	FBW7 activator	GPR151 activ	TEAD-YAP inh
S=C(NCC1CCCO1)N1CCN(c2ncccn2)CC1 (centres undefined)	-2.5	-0.1	-0.8	-7.2
CN(CC(=O)O)S(=O)(=O)c1cc(Cl)ccc1Cl	10.1	0.0	-0.8	4.7
COc1ccc(C2CC(c3ccc(Br)cc3)=NN2c2ccccc2)cc1OC (centres undefined)	-1.1	0.1	-0.5	-13.1
Cc1nnc(SCC(=O)Nc2nc3ccccc3s2)n(N)c1=O	4.3	0.1	-1.9	0.8
COc1cccc(C(=O)N2CCN=C2SC)c1OC	-5.7	-0.1	2.2	-3.8
Cc1nn(-c2ccccc2)c2sc(C(=O)n3cccn3)cc12	6.9	0.8	-0.6	6.1
O=C(Nc1ccc2oc(=O)ccc2c1)C1CCN(c2ccc(C(F)(F)F)cn2)CC1	-0.2	0.0	2.4	-3.2
COc1cccc(CN2CCNC(=O)C2CC(=O)N2CCN(Cc3nccn3C)CC2)c1 (centres undefined)	12.7	0.0	0.6	-5.3
O=C(NC(=S)Nc1cccc2ncccc12)c1ccco1	1.9	0.3	-0.6	11.5
CCSCCOC(=O)C1=C(C)NC(=O)NC1c1ccccc1 (centres undefined)	13.6	0.0	-0.1	3.1

Compounds listed so far that contain two or more sulfur atoms:
SMILES	MITF primary	FBW7 activator	GPR151 activ	TEAD-YAP inh
Cc1c(C(=O)N/N=C/c2cccnc2)sc(=S)n1C	13.6	0.2	-1.3	-2.0
Cc1nc(SCC(=O)NC(C)(C)C)c2c3c(sc2n1)CC(C)CC3 (centres undefined)	4.6	0.7	0.1	-8.4
COC(=O)C(C)Sc1nnc(CSc2ncccn2)n1-c1ccc(F)cc1 (centres undefined)	-2.3	-0.1	-1.6	6.1
Cc1cc(C)c2nc(NC(=O)c3ccc(S(=O)(=O)N4CCc5ccccc54)cc3)sc2c1	2.8	0.1	0.1	0.2
COc1ccc(OC)c(-n2c(SCC(=O)NCc3ccco3)nc3c(sc(=S)n3-c3ccccc3)c2=O)c1	-10.1	0.0	1.0	-0.5
COc1ccc(C(=O)CSc2ncnc3sccc23)c(OC)c1	-3.7	0.1	1.5	1.2
Cc1nnc(SCC(=O)Nc2nc3ccccc3s2)n(N)c1=O	4.3	0.1	-1.9	0.8

Following part.
SMILES	MITF primary	FBW7 activator	GPR151 activ	TEAD-YAP inh
CC(C)(C)c1ccc(C(=O)NC(=O)COC(=O)/C=C/c2ccc3c(c2)OCO3)cc1	-2.7	-0.1	-1.8	-2.1
Cc1nn(-c2ccccc2)nc1CNS(C)(=O)=O	-3.8	0.2	2.0	-0.9
COc1ccc(OC)c(Nc2nc(C)nc3sc(C)c(C)c23)c1	-1.3	-0.2	-0.2	-1.9
O=C1N(CCN2C(=O)C3(OCCO3)c3ccccc32)c2ccccc2C12OCCO2	0.8	0.1	1.4	-5.6
CC(C)[C@@H](CO)Nc1ccc2ncc(-c3cccc(F)c3)n2n1	-8.7	0.0	-0.2	14.4
Cc1nc2sc3c(c2c2nc(-c4ccc(Br)cc4)nn12)CC(C)(C)OC3	-2.0	-0.2	-2.0	-1.4
CC1CCCC(NC(=O)c2cn(-c3ccc(F)cc3F)c(=O)c3ccccc23)C1C (centres undefined)	-2.1	0.0	0.1	-6.2
Cc1ccccc1/C=N/NC(=O)c1ccncc1	-3.6	0.1	0.2	-1.7
O=C(Nc1nc(-c2cc([N+](=O)[O-])cs2)cs1)c1ccc(S(=O)(=O)N2CCOCC2)cc1	-6.5	0.8	-0.4	-8.0
CN1CCC(NC(=O)c2cccc(-n3cc(NC(=O)Nc4ccccc4Cl)cn3)c2)CC1	-4.1	0.0	0.3	-14.3
Cc1ccc(Cl)cc1N1CCN(C(=O)CNS(=O)(=O)c2cccc3nonc23)CC1	-314.8	0.1	0.5	11.0
CC(C)(C)C(=O)/C=C(\N)Cc1ccccc1	-5.8	-0.1	8.1*	7.6
COc1ccc(N)cc1S(N)(=O)=O	-6.1	-0.1	0.3	-1.9
